TRPC6 act = mouse TRPC6 channel activation; 310,000 compounds, 0.13% hits; Q61143; HEK293-TRPC6 membrane potential dye fluorescence; active compounds read high; AID 2550; B-score at 10 µM;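 active = B-score of the integrated fluorescence ratio above library mean plus 3 SD, and starting fluorescence ratio within library mean plus 5 SD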;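 note: higher score means more depolarization so channel activation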
TRPC4 block = blocks the mouse TRPC4 cation channel; B-score at 10 µM; 300,000 compounds, 0.39% hits; Q9QUQ5; HEK293 TRPC4beta/mu-opioid, DAMGO-evoked Fluo4 calcium flux; active compounds read low;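 active = B-score over 3 SD under the library average, no early fluorescence shift, positive overall ratio signal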
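Material: HEK293 cells with stable TRPC4beta plus mu-opioid receptor expression / Probe or stimulus: DAMGO in two steps, submaximal then maximal / Compound: single concentration per test compound / Technique: kinetic Fluo4 fluorescence imaging of calcium influx / Read-out: per-well B score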
TRPC4 potent = allosteric potentiators of mouse TRPC4 channel; Q9QUQ5; HEK293 TRPC4beta/mu-opioid, DAMGO EC20, Fluo-4 Ca2+ flux; active compounds read high; B-score at 10 µM; 310,000 compounds, 0.42% hits; AID 2227;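 active = B-score of calcium response area above 5 SD of library B-scores, with initial fluorescence ratio within 5 SD of library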;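 note: B-score of integrated fluorescence ratio over time as area under calcium response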
MrgX1 antag = antagonists of human MrgX1 receptor | MRGX1-HEK293 calcium flux, Fluo-4, BAM8-22 antagonism; active compounds read low | 310,000 compounds, 1.3% hits | Q96LB2 | B-score at 10 µM;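 active = calcium-response B-score plate-corrected more than 3 library SD below zero, starting fluorescence within 5 deviations, no agonist response on first addition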;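 note: peak minus trough fluorescence over baseline after final BAM8-22 challenge near maximal dose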
Target sequence (Q96LB2 whole entry, looked up): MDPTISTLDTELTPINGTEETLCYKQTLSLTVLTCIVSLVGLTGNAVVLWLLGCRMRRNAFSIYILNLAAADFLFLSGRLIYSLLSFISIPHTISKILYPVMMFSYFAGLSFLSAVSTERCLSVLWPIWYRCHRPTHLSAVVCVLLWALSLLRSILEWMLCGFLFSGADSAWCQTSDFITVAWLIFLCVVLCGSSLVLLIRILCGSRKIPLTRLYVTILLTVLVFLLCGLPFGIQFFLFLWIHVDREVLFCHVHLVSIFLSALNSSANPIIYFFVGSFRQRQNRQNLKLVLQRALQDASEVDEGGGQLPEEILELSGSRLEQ
RGS4 block = human RGS4 inhibition; P49798; HEK293 M3R/RGS4 inducible, Fluo-4 calcium flux; active compounds read high; triggered by carbachol at its EC20; B-score at 10 µM; 310,000 compounds, 0.45% hits; AID 463165;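 active = B-score, a plate-corrected calcium signal, over three deviations above library mean, with baseline fluorescence within five deviations of library mean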;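 note: RGS4 expression induced by doxycycline in cells with stable M3 receptor; B-score is computed from the integrated fluorescence ratio over baseline after carbachol; higher B-score means a larger calcium signal and so more RGS4 inhibition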
Target sequence (P49798 whole entry, looked up): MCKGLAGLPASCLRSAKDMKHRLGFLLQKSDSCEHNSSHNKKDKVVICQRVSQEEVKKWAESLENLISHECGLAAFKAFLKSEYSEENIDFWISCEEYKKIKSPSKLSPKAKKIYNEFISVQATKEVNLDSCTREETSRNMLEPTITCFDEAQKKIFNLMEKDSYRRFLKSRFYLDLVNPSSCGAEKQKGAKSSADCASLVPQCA
MrgX1 allo act = allosterically activates human MrgX1 receptor signaling; Q96LB2; MrgX1-HEK293, Fluo-4 calcium flux, FDSS; active compounds read high; B-score at 10 µM; 310,000 compounds, 0.63% hits; AID 588675;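 active = plate-corrected calcium response at least 3 library SD above typical, normal starting fluorescence, not activating the receptor alone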;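 note: compound read alongside a low EC10 to EC30 dose of BAM8-22 agonist; peak minus trough fluorescence over baseline measured at the second addition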
TRPC4 act = activators of mouse TRPC4 channel | Q9QUQ5 | HEK293 TRPC4beta/mu-opioid, Fluo4 calcium fluorescence; active compounds read high | B-score at 10 µM | 310,000 compounds, 0.49% hits | AID 2237;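 active = B-score above 5 SD of library B-scores, and initial fluorescence ratio not above library mean plus 5 SD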;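 note: positive B-score marks a calcium rise read as TRPC4 activation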
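Material: TRPC4beta and mu-opioid receptor HEK293 stable cells | Incubation: 45 min room-temperature Fluo4 loading, 110 s read | Detection: Kinetic Fluo4 calcium fluorescence | Measure: Integrated baseline-normalised fluorescence ratio, converted to per-well B score | Benchmarks: Low control buffer alone, high control maximal DAMGO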
TRPC6 inhibitor = mouse TRPC6 channel inhibition; Q61143; HEK293-TRPC6, membrane potential dye, ACh-evoked depolarization; active compounds read low; B-score at 10 µM; 310,000 compounds, 1.1% hits; AID 2553;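 active = B-score under library mean minus 3 SD, initial fluorescence not abnormally high, positive integrated signal ratio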;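 note: B-score derived from integrated fluorescence ratio over the kinetic read; more negative B-score means stronger inhibition of depolarization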
ANO1 activ = activates or potentiates the mouse TMEM16A chloride channel. B-score at 10 µM. 340,000 compounds, 0.3% hits. HEK293 TMEM16A/YFP-H148Q/I152L, iodide quench fluorescence; active compounds read low. Q8BHY3;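 active = fluorescence-ratio B-score plate-corrected deviation score at least 3 library SD below zero, with starting fluorescence score within 5 deviations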;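 note: channel opened by trigger with iodide after compound preincubation; score built on the fluorescence ratio of max minus min over baseline; more negative score means more quench and so TMEM16A activation or potentiation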
MrgX1 ag = activates human MrgX1 receptor signaling. Q96LB2. MrgX1-HEK293 cells, Fluo-4 calcium fluorescence, agonist mode; active compounds read high. B-score at 10 µM. 310,000 compounds, 0.44% hits;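 active = calcium response B-score plate-corrected fluorescence ratio at least 3 library SD, with starting fluorescence B-score inside 5 SD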
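Material: MrgX1-expressing HEK293 cells / Dosing: compound as first of three additions / Incubation: overnight seeding, then 1 h dark dye loading / Signal: Fluo-4 NW calcium fluorescence / Evaluation: B-scored fluorescence response ratio / Benchmarks: positive and negative control wells on each plate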
ANO1 block = blocks the mouse calcium-activated chloride channel TMEM16A; Q8BHY3; AID 588511; HEK293 TMEM16A/YFP iodide influx fluorescence, ionomycin; normalized B-score (activity score, 25-100; higher = stronger inhibition) at 10 µM; 310,000 compounds, 1.2% hits;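 active = ratio plate-corrected score three or more library SD toward inhibition, starting fluorescence score within five deviations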;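 note: score derived from kinetic fluorescence span divided by baseline fluorescence per well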
* marks the source's active call; other numbers are inactive results; i = inactive; . = no result given.

Results follow in this order: TRPC6 act	TRPC4 block	TRPC4 potent	MrgX1 antag	RGS4 block	MrgX1 allo act	TRPC4 act	TRPC6 inhibitor	ANO1 activ	MrgX1 ag	ANO1 block
- Clc1cccc(OCCN2CCOCC2)c1
→ i	i	i	i	i	i	i	i	.	i	i
- O=C(Nc1ccc(F)cc1)C(=O)C1C(=O)Nc2ccccc21 (configuration not stated)
→ i	i	i	i	i	6.6*	i	i	i	i	i
- CC1CCCN(Cc2ccc(OCc3ccccc3)cc2)C1 (configuration not stated)
→ i	i	i	i	i	i	i	i	i	i	i
- COC(=O)C(C)n1cnc2c(nnn2-c2ccc(C)cc2)c1=O (configuration not stated)
→ i	i	i	i	i	i	i	i	i	i	i
- COc1ccc(NC(=S)Nc2cccc(C(C)=O)c2)cc1OC
→ i	i	i	i	i	i	i	i	i	i	i
- Cc1nc(Cc2nnc(SCc3nc(N)nc(Nc4ccccc4C)n3)o2)cs1
→ i	i	i	i	i	i	i	i	i	i	i
- CCc1ccccc1NS(=O)(=O)c1ccc2[nH]cc(C(=O)NCc3ccco3)c(=O)c2c1
→ i	i	i	i	i	i	i	-5*	i	i	i
- NC(=O)CC(NC(=O)Cc1ccc(Br)cc1)c1ccc(N2CCc3ccccc3C2)c([N+](=O)[O-])c1 (configuration not stated)
→ i	i	i	i	i	i	i	i	i	i	i
- COc1ccc(N(Cc2cc3ccc(C)cc3[nH]c2=O)S(=O)(=O)c2ccccc2)cc1
→ i	i	i	i	i	i	i	i	i	i	i
- N=C1C2=C3Sc4ccccc4N3CCCC2=NN1c1cccc(S(=O)(=O)O)c1
→ i	i	i	i	i	i	i	i	i	i	i
- O=C(CSc1nnc(-c2ccncc2)o1)N1CCc2ccccc2C1
→ i	i	i	i	i	i	i	i	i	i	i
- Oc1ccc(N2CCN(c3nnnn3-c3ccccc3)CC2)cc1
→ i	i	i	i	i	i	i	i	i	i	i
- Cc1cc(C)cc(N(CC(=O)NC2CCCC2)C(=O)CCC(=O)Nc2cc(C)ccn2)c1
→ i	i	i	i	i	i	i	i	i	i	i
- CCOC(=O)N1CCN(CC(=O)Nc2c(C(=O)OC)[nH]c3cccc(Cl)c23)CC1
→ i	i	i	i	i	i	i	i	i	i	i
- CCc1ccccc1NC(=O)Cn1ccn(-c2ccc(OC)cc2)c(=O)c1=O
→ i	i	i	i	i	i	i	i	i	i	i
- Cc1ccc(NC(=O)c2cc([N+](=O)[O-])ccc2N2CCOCC2)cc1S(=O)(=O)N(C)C
→ i	i	i	i	i	i	i	i	i	i	i
- CCCc1nnc(NC(=O)CCC(=O)N2CCN(CCOc3ccc(C)cc3)CC2)s1
→ i	i	i	i	i	i	i	i	i	i	i
- N#CCC(=O)N/N=C\c1cc(Br)ccc1OC/C=C/c1ccccc1
→ i	i	i	i	i	i	i	i	i	i	i
- C/C=C\C=C/C(=O)Nc1cccc(C2=NOC3(C2)C[C@@H](C(N)=O)N(C(=O)[C@H]2CCC(=O)N2)C3)c1 (some centres not stated)
→ i	i	i	i	i	i	i	i	i	i	i
- CCOc1c(Br)cc(C(N)=O)cc1OCc1ccccc1
→ i	i	i	i	i	i	i	i	i	i	i
- Nc1nc(-c2ccccc2)cn1N
→ i	i	i	i	i	i	i	i	i	i	i
- CS(=O)(=O)N1CC(C(=O)O)Oc2ccc(CC(=O)O)cc21 (configuration not stated)
→ i	i	i	i	i	i	i	i	i	i	i
- Cc1cccc(N2CCN(C(=O)CCCCCn3c(=S)[nH]c4ccc(N5CCOCC5)cc4c3=O)CC2)c1C
→ i	i	i	i	i	i	i	i	i	i	i
- Cc1ccc(NC(=O)C(=O)NNC(=O)c2cccs2)cc1
→ i	i	i	i	i	i	i	i	i	i	i
- Cc1cccc(C(=O)Nc2ccc(N3CCN(S(C)(=O)=O)CC3)cc2)c1
→ i	i	i	i	i	i	i	i	i	i	i
- O=C(O)C1C2C=CC(O2)C1C(=O)NC1CCCc2ccccc21 (configuration not stated)
→ i	i	i	i	i	i	i	i	i	i	i
- CN(C)S(=O)(=O)c1cccc(CSCc2cccc(S(=O)(=O)N(C)C)c2)c1
→ i	i	i	i	i	i	i	i	i	i	i
- Cc1ccc(OCCCCn2cnc3ccccc32)c(C)c1
→ i	i	i	i	i	i	i	i	i	i	i
- CC(=O)NN1C(=O)c2ccccc2NC1c1ccccc1O (configuration not stated)
→ i	i	i	i	i	i	i	i	i	i	i
- CCCC(=O)Nc1ccc(-c2ccc(NC(=O)CCC)cc2)cc1
→ i	i	i	i	i	i	i	i	i	i	i
- CC(C)[C@H](NC(=O)[C@@H]1Cc2ccccc2CN1C(=O)OC(C)(C)C)C(=O)NCc1ccco1
→ i	i	i	i	i	i	i	i	i	i	i
- Cc1cccc2cc(CN(Cc3ccco3)S(=O)(=O)c3ccc4c(c3)OCCO4)c(=O)[nH]c12
→ i	i	i	i	i	i	i	i	i	i	i
- CCc1cc(C(=O)OC)c(NC(=O)CSc2nccn2C)s1
→ i	i	i	i	i	i	i	i	i	i	i
- Cc1cc(C)c(C#N)c(SCc2ccc([N+](=O)[O-])cc2)n1
→ i	i	i	i	i	i	i	i	i	i	i
- Cc1ccc(C)c(S(=O)(=O)N2CCCOC2CNC(=O)C(=O)NCc2cccs2)c1 (configuration not stated)
→ i	i	i	i	i	i	i	i	i	i	i
- CNC(=O)c1cc2cc(Cl)cc(OC)c2oc1=O
→ i	i	i	i	i	i	i	i	i	i	i
- CCOc1ccc(S(=O)(=O)N2CCCC2)cc1
→ i	i	i	i	i	i	i	i	i	i	i
- C/C(=N/NC(=O)C(O)(c1ccccc1)c1ccccc1)c1ccc([N+](=O)[O-])o1
→ i	i	i	i	i	i	i	i	i	i	i
- Cc1cc2c(c(=O)n1CCCn1ccnc1)C(c1ccco1)C(C#N)=C(N)O2 (configuration not stated)
→ i	i	i	i	i	i	i	i	i	i	i
- CCc1c(C)nc(N2CCN(c3ccccc3)CC2)[nH]c1=O
→ i	i	i	i	i	i	i	i	i	i	i
- Cc1ccccc1N(CC(=O)NCCc1ccccc1)C(=O)c1csnn1
→ i	i	i	i	i	i	i	i	i	i	i
- NC(=O)CC(NSc1ccccc1[N+](=O)[O-])C(=O)O (configuration not stated)
→ i	i	i	i	i	i	i	i	i	i	i
- CCn1cc(CNCc2cn[nH]c2-c2cc3ccccc3o2)cn1
→ i	i	i	i	i	i	i	i	i	i	i
- CC(C)CN(CCCNC(=O)CC1Oc2ccccc2NC1=O)CC(C)C (configuration not stated)
→ i	i	i	i	i	i	i	i	i	i	i
- Cc1ccccc1-c1nc(CS(=O)(=O)CC(=O)NCCCN2CCOCC2)c(C)o1
→ i	i	i	i	i	i	i	i	i	i	i
- Cc1ccc(S(=O)(=O)ON2C(=O)c3cccc4cccc(c34)C2=O)cc1
→ i	i	i	i	i	i	i	i	i	i	i
- Fc1ccc(-c2csc(=S)[nH]2)cc1
→ i	i	i	i	i	i	i	i	i	i	i
- CCCNC(=O)c1ccc(N2CCC3(CC2)CC(c2cccc(Br)c2)=NO3)c(NC(=O)c2cccc(C)c2)c1
→ i	i	i	i	i	i	i	i	i	i	i
- Cc1ccccc1OC1CCN(C(=O)c2cc(COc3ccccc3)on2)CC1
→ i	i	i	i	i	i	i	i	i	i	i
- O=C(Cc1c(F)cccc1Cl)Nc1ccccn1
→ i	i	i	i	i	i	i	i	i	i	i
- CC(C)Cc1nccs1
→ .	.	.	i	.	i	.	.	i	i	i
- NS(=O)(=O)c1ccc(NNC(=O)c2ccccc2)cc1
→ i	i	i	i	i	i	i	i	i	i	i
- CN1C(=O)/C(=C/c2ccc(O)c([N+](=O)[O-])c2)NC1=S
→ i	i	i	i	i	i	i	i	i	i	i
- COc1ccc(CCC(C)Nc2cccc(C)c2)cc1 (configuration not stated)
→ i	i	i	i	i	i	i	i	i	i	i
- CC1CC(C)CN(C(=O)Cn2c(SCC(=O)N3CCc4ccccc4C3)nc3ccccc32)C1 (configuration not stated)
→ .	.	.	i	.	i	.	.	i	i	i
- O=C1C[C@H]2[C@H](CO)[C@@H](OC(=O)c3ccc(-c4ccccc4)cc3)C[C@H]2O1
→ i	i	i	i	i	i	i	i	i	i	25*
- Cc1ccc(NC(=O)c2ccc(N/N=C/c3cccc(O)c3)c([N+](=O)[O-])c2)cc1
→ i	i	i	i	i	i	i	i	i	i	i
- N=C(N)CCCOc1ccccc1-c1ccccc1
→ i	i	i	i	i	i	i	i	i	28*	i
- O=[N+]([O-])c1ccc(Sc2n[nH]c(-c3ccc(Cl)cc3Cl)n2)nc1
→ i	i	i	i	i	i	i	i	i	i	i
- CCn1c(=NC(=O)c2ccc(S(=O)(=O)N(C)C)cc2)sc2cccc(OC)c21
→ i	i	i	i	i	i	i	i	i	i	i

Continued.
Results follow in this order: TRPC6 act	TRPC4 block	TRPC4 potent	MrgX1 antag	RGS4 block	MrgX1 allo act	TRPC4 act	TRPC6 inhibitor	ANO1 activ	MrgX1 ag	ANO1 block
- COc1ccc(CN(C)C(=O)c2ccc(OCC(=O)Nc3cccc(C(F)(F)F)c3)c(OC)c2)c(OC)c1
→ i	i	i	i	i	i	i	i	i	i	100*
- COc1ccc(C)cc1NS(=O)(=O)c1ccc2c(c1)n(C)c(=O)n2C
→ i	i	i	i	i	i	i	i	i	i	i
- O=C(Nc1ccccc1)/C(=C/c1cccnc1)NC(=O)c1ccco1
→ i	i	i	i	i	i	i	i	i	i	i
- OC(COc1cccc2ccccc12)CN1CCN(c2cccc(Cl)c2)CC1 (configuration not stated)
→ i	i	i	i	i	i	i	i	i	i	i
- O=C1CN(C(=O)c2ccccc2F)C(c2ccc(F)cc2)c2cc(Br)ccc2N1 (configuration not stated)
→ i	i	i	i	i	i	i	i	i	i	i
- COc1cc(CC2COC(=O)C2(O)Cc2ccc(O)c(OC)c2)ccc1O (configuration not stated)
→ i	i	i	i	i	i	i	i	i	i	i
- O=Cc1ccc(-n2cncn2)cc1
→ i	i	i	i	i	i	i	i	i	i	i
- Cc1ccnn1CCC(=O)N1CCCC(CCC(=O)NCc2ccccc2F)C1 (configuration not stated)
→ i	i	i	i	i	i	i	i	i	i	i

Source: PubChem BioAssay
